# Screens deposited in PubChem by several laboratories.
# STAT3 act – IL-6 driven STAT3 reporter potentiators, primary screen, U3A cells, luciferase, luminescence, MLSCN library; IL-6 STAT3-luciferase reporter; 100% = signal with IL-6 EC80 alone; activation (% of control), % at 5.6 µM; hit rate 0.91% among 190,000; AID 871, 2007;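 active = activation above the screen-wide mean of compound activation plus 3 SD, cut at about 130% in these data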;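 note: 0% = background luminescence of wells with medium and substrate only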
#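 Material: STAT1-lacking human U3A cells, STAT3 luciferase reporter | Benchmarks: IL-6-only wells as 100% reference | Probe or stimulus: IL-6 (33 ng/mL) | Timing: Compound 1 h, then IL-6 6 h at 37 °C | Detection: Luminescence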
# RAM network inh – inhibitors of the yeast RAM network, primary screen, dse1pr::URA3 reporter, 5-FOA selection; hit rate 1.8% among 190,000; inhibition, % at 50 µM; S. cerevisiae dse1pr::URA3 reporter, 5-FOA growth OD615, 2 d; analog-sensitive cbk1-as2 kinase mutant strain; AID 868, 2007;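 active = inhibition above a set limit, 3 SD over mean compound inhibition, cut at about 8.4% in these data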;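 note: 0% = DMSO-only wells with no growth and 100% = 10 µM 1-NA-PP1 full growth; inhibition rescues growth on 5-FOA so higher OD means more RAM inhibition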
# STAT1 act – STAT1 signaling activators, primary screen, cell-based, HTS, luciferase reporter; NIH 3T3 STAT1-luciferase reporter, IFN-gamma, luminescence; 100% = IFN-gamma alone, no compound; activation (% of control), % at 5.5 µM; hit rate 2.6% among 200,000;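 active = activation above the screen-wide mean activation plus 3 SD, cut at about 130% in these data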;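 note: raw ratio to IFN-gamma control signal so 100% means no change and 0% no light; values of inactives mirror those of a sister screen read the other way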
# APP transl inh – inhibitors of APP translation via 5'UTR reporter, primary screen, APP 5'UTR luciferase, SH-SY5Y cells; inhibition, % at 2 µM; hit rate 0.82% among 190,000; AID 1285, 2008; SH-SY5Y APP 5'UTR-luciferase reporter, luminescence;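 active = inhibition above a set limit, derived from the sample mean plus 3 SD, cut at about 45% in these data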; note: values of inactives mirror those of a sister screen read the other way
# Hsp70 activator – Hsp70 transcriptional activators, primary screen, cell-based, HeLa, Hsp70 promoter luciferase, luminescence, 10 µM. AID 1203, 2008. hit rate 0.04% among 200,000. activation, % at 10 µM. HeLa Hsp70 promoter luciferase reporter; scaled: vehicle 0, proteasome-inhibitor control 100%;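 active = activation above the mean across all tested compounds plus 3 SD, cutoff set per campaign, cut at about 5.5% in these data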;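 note: 100% = MG132 at 30 µM as the positive control and 0% = DMSO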
# STAT1 blocker – STAT1 signaling inhibitors, primary screen, cell-based, HTS, luciferase reporter. inhibition, % at 5.5 µM. NIH 3T3 STAT1-luciferase reporter, IFN-gamma, luminescence. hit rate 0.35% among 200,000;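 active = inhibition above a set limit, the mean inhibition across all tested compounds plus 3 SD, cut at about 34% in these data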;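 note: 0% = IFN-gamma with DMSO and 100% = IFN-gamma with 300 µM nifuroxazide; values of inactives mirror those of a sister screen read the other way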
# STAT3 blocker – IL-6 driven STAT3 reporter inhibitors, primary screen, U3A cells, luciferase, luminescence, MLSCN library | IL-6 STAT3-luciferase reporter; host cell line lacks STAT1 | inhibition, % at 5.5 µM | hit rate 0.89% among 190,000 | AID 862, 2007;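 active = inhibition above the mean inhibition across all screened compounds plus 3 SD, cut at about 44% in these data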;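 note: 0% = DMSO only wells and 100% = 100 µM nifuroxazide control wells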
# FLuc inh counter – firefly luciferase enzyme inhibitors, primary screen, artefact control for luciferase-based inhibitor screens, biochemical, luminescence, ATPLite; Luciferin 4-monooxygenase (Photinus pyralis), P08659; inhibition, % at 10 µM; hit rate 1.5% among 200,000; 10 min;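 active = inhibition above about 50% when tested at 10 µM, limit read from the data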
# Target sequence (P08659 whole entry, looked up): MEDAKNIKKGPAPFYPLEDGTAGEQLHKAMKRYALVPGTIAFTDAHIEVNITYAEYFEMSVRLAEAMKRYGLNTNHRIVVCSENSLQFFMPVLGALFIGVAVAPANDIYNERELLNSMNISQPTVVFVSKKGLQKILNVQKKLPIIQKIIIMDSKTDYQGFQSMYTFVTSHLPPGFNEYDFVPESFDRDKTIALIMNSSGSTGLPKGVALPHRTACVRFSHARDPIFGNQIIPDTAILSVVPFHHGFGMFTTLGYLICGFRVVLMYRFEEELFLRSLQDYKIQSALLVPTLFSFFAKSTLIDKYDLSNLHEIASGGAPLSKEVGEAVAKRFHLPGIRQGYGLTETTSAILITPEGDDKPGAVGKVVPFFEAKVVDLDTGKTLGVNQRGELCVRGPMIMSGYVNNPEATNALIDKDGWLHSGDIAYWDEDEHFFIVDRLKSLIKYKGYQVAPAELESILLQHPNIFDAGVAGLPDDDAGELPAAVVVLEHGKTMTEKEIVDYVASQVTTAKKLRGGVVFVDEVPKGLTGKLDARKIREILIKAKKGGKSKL
# NF-kB neuron act – activators of NF-kB expression in neurons, primary screen, cell-based, HTS | fold change at 12.5 µM | human neuronal cells, NF-kB reporter expression; active compounds read high | hit rate 1.6% among 190,000; in the data active = fold change above about 3.3
# APP 5'UTR act – activators of APP 5'UTR luciferase reporter, primary screen, SH-SY5Y cells | SH-SY5Y APP 5'UTR luciferase reporter, luminescence; zero percent = DMSO vehicle wells | activation, % at 2 µM | hit rate 1% among 190,000 | AID 1276, 2008;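 active = activation above a set limit, based on mean plus 3 SD of controls, cut at about 140% in these data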; note: values of inactives mirror those of a sister screen read the other way
# The depositor's hits bear a star; . = no result given.
SMILES,STAT3 act,RAM network inh,STAT1 act,APP transl inh,Hsp70 activator,STAT1 blocker,STAT3 blocker,FLuc inh counter,NF-kB neuron act,APP 5'UTR act
CCCCN1CCCCC1C(=O)Nc1c(C)cc(C)cc1C (stereo unspecified),97,-0.8,96,15,-0.3,5,7,-3,1.1,-15
Cc1ccc(NS(=O)(=O)c2ccccc2)c2c1CC(C)(C)O2,96,-1.1,104,-4,0.0,-5,11,-2,1.2,4
O=C(COC(=O)c1ccco1)NCc1ccccc1Cl,98,1.4,104,-4,-0.1,-6,4,11,1.2,4
COc1ccc(NS(=O)(=O)c2cc(NC(=O)c3ccc(F)cc3)ccc2OC)cc1,102,6.9,102,1,-0.3,-2,1,-1,0.69,-1
COc1ccc(N2CCN(c3c(S(=O)(=O)c4ccccc4)cnc4ccc(OC)cc34)CC2)cc1,103,0.9,102,-2,-0.4,-2,2,-4,1,2
CCn1c(SCC(=O)n2nc(C)cc2C)nnc1-c1ccc2c(c1)OCO2,96,0.8,98,-3,-0.4,3,10,2,1.1,3
COc1ccc(Nc2nc(N)nc(CN3CCN(c4ccccn4)CC3)n2)cc1,95,1.4,100,-11,0.0,0,11,0,0.71,11
Cc1cc(C)c(CN2CCCC(CNC(=O)c3ccc(F)cc3)C2)c(-n2cccn2)c1 (stereo unspecified),87,0.7,97,0,-0.1,1,20,-7,1,0
CC(NC(=O)NCc1cccnc1)(C(F)(F)F)C(F)(F)F,102,0.3,103,-7,-0.2,-4,1,-6,1.1,7
Cc1cc(C(=O)COC(=O)c2cc(O)c3ccccc3c2O)c(C)n1CC1CCCO1 (stereo unspecified),146*,2.0,94,8,0.2,5,-44,-3,1,-8
CCN(c1ccccc1)S(=O)(=O)c1cc(OC)ccc1OC,104,1.6,96,3,-0.3,4,4,-6,1.3,-3
COC(=O)COc1ccc(C2NC(=O)NC(C)=C2C(=O)NCc2ccccc2)cc1OC (stereo unspecified),93,1.7,107,-13,0.1,-10,15,-3,1,13
CC1(C)CC(=O)C(CC2=C(O)CC(C)(C)CC2=O)C(=O)C1,100,3.2,98,53*,-0.2,1,6,0,1.2,-42
COc1ccccc1OCCCn1cc(C#N)c2ccccc21,88,5.4,103,-8,-0.2,-2,16,-6,1.3,8
CCN(CC)c1ccc(/C=N/Nc2cccc(C)c2)c(O)c1,108,1.6,97,-8,0.0,3,-15,-7,0.94,8
CCSc1nc2cc(OC)c(OC)cc2c(=O)n1CC,99,0.5,102,17,0.4,-2,4,0,0.7,-17
C=COC(=O)CSc1nc(-c2cccs2)ccc1C#N,90,8.2,136*,-90,0.6,-40,17,-3,1.9,90
CC1Cc2ccccc2N1C(=O)C1CCN(S(=O)(=O)c2cccs2)CC1 (stereo unspecified),96,2.1,98,-15,-0.2,3,10,-6,1.1,15
COc1ccc(CC(=O)OCC(=O)Nc2cc(S(=O)(=O)N3CCOCC3)ccc2N2CCCC2)cc1,101,-0.6,97,5,-0.1,2,1,-5,1.1,-5
O=C(COC(=O)c1cccc(C(=O)OCC(=O)NC2CC2)n1)NC1CC1,108,-1.1,108,-12,-0.2,-10,-2,-5,1.1,12
O=C(O)C1CC(=O)N(CCc2ccccc2)C1 (stereo unspecified),97,1.8,107,-4,-0.1,-7,7,-4,1.8,4
O=C(c1cn(-c2ccccc2)nc1-c1cccs1)N1CCOCC1,105,0.5,102,-10,-0.2,-2,-2,5,0.98,10
Cc1ccc(/C=N/NC(=O)c2cc(-c3cccnc3)nc3ccccc23)cc1,129,1.5,105,68*,0.1,-7,-33,0,1.2,-69
C/C(CCN1CCc2nc(-c3ccccc3)c(-c3ccccc3)cc2C1)=N\O[C@@H](C)c1cc(-c2c(C)cc(C)cc2C)no1,104,0.8,106,4,-0.1,-6,-8,-3,1,-4
CCCNC(=O)NS(=O)(=O)c1ccc(Cl)cc1,98,0.3,106,-14,-0.2,-6,4,-5,1.1,14
# Remaining list, next part:
SMILES,STAT3 act,RAM network inh,STAT1 act,APP transl inh,Hsp70 activator,STAT1 blocker,STAT3 blocker,FLuc inh counter,NF-kB neuron act,APP 5'UTR act
O=S(=O)(c1ccc(N2CCN(c3ccc(F)cc3)CC2)cc1)N1CCCC1,92,1.3,103,8,-0.1,-3,11,-3,1.1,-8
CCOC(=O)N1CCC(NC(=O)C2CCCN(c3nc4ccccc4o3)C2)CC1 (stereo unspecified),101,-0.9,101,6,-0.5,-2,6,-2,0.87,-6
CCn1c(COc2ccccc2C)nnc1SCC(=O)OC,99,-0.5,95,-5,0.1,7,5,-7,0.79,5
Cn1nc(C(C)(C)C)cc1C(=O)Nc1nc2c(s1)C(=O)CC(C)(C)C2,104,1.7,105,-7,0.5,-5,-1,-1,0.89,7
Cc1ccc(NC(=O)CN(C)Cc2ccc(F)cc2)c([N+](=O)[O-])c1,109,1.1,108,-5,-0.4,-9,-7,3,1.1,5
CCNC(=S)N(CCc1c(C)[nH]c2ccc(C)cc12)Cc1cc(OC)c(OC)c(OC)c1,105,3.7,102,-19,0.2,-2,-5,-10,1,19
COc1cc(C(=O)Nc2nc(C)c(Cc3ccc4c(c3)OCO4)s2)cc(OC)c1OC,104,6.3,108,86*,-0.1,-9,-6,1,1.4,-86
Cc1cccc(Cn2cccc2/C=C2/C(=N)N3C=CSC3=NC2=O)c1,107,8.1,97,-3,-0.2,4,-4,-2,1.2,3
O=[N+]([O-])c1ccccc1S(=O)(=O)NCc1cccnc1,99,0.4,93,2,-0.1,6,3,-7,1.1,-2
Cc1ccc(NC2=NCC(=O)N2Cc2ccccc2)c(C)c1,97,2.7,92,-5,-0.4,8,5,-5,1.4,5
O=c1c(Cc2ccc(Cl)cc2Cl)c(O)ccn1Cc1ccc(Cl)cc1,117,1.8,109,6,-0.1,-10,-14,0,1.1,-6
Cc1c2ccccc2nc2c(F)c(NC(C)C)c(F)c(F)c12,100,1.3,109,-54,0.1,-10,-2,37,1.3,54
CC1=CCC(Cc2nc3ccccc3o2)C1(C)C (stereo unspecified),105,1.6,107,-18,-0.1,-7,-4,4,1.1,18
O=C(COc1ccc(F)cc1)N1CCc2ccccc2C1,87,3.0,108,7,-0.2,-11,17,3,0.96,-7
Cc1cc(C(=O)OCC(=O)N2CCOCC2)ccc1[N+](=O)[O-],97,-0.7,106,3,-0.2,-7,11,-2,1.2,-3
CCCCC(=O)Nc1ccc(C(=O)Nc2ccc3c(c2)OCO3)cc1,100,2.8,100,-12,0.2,0,4,-2,1.1,12
COC(=O)c1c(NC(=O)CSc2n[nH]c(N)n2)sc(C)c1C,98,1.7,98,-1,0.0,2,8,-6,1.1,1
CSCCC(N=CC1=C(O)CC(C)(C)CC1=O)C(=O)O (stereo unspecified),100,6.4,102,-5,-0.4,-2,0,-7,1.1,5
COc1cc(/C=N/Nc2ccc(C(F)(F)F)cn2)ccc1O,85,-0.1,120,-34,-0.2,-22,25,-2,1.4,34
COc1cc(OC)c(NC(=S)Nc2cccc(C(C)=O)c2)cc1Cl,97,2.0,101,-24,-0.3,-1,4,-5,1.2,24
CCCCN1C(=O)NC(NC(=O)C2CC2)(C(F)(F)F)C1=O (stereo unspecified),110,-0.5,100,18,-0.2,-2,-9,0,1.2,-18
Cc1occc1-c1n[nH]c(=S)n1-c1ccccc1,97,2.1,108,-3,-0.4,-9,8,2,1.1,3
Cn1c(SCc2ccon2)nc2ccccc2c1=O,84,0.5,95,-8,0.1,5,21,-2,0.9,8
CCOc1ccc(NC(=O)Cc2c(O)c3ccccc3[nH]c2=O)cc1,101,1.4,102,-6,-0.2,-2,4,-1,1.4,6
Cc1ccc(CCNC(=O)C2CCCN(S(=O)(=O)c3c(C)noc3C)C2)cc1 (stereo unspecified),98,2.7,96,-20,-0.3,4,6,0,0.92,20
# Additional results follow.
SMILES,STAT3 act,RAM network inh,STAT1 act,APP transl inh,Hsp70 activator,STAT1 blocker,STAT3 blocker,FLuc inh counter,NF-kB neuron act,APP 5'UTR act
COc1ccccc1OCCNC(=O)/C=C/c1ccc([N+](=O)[O-])cc1,102,3.8,98,3,-0.3,5,-4,0,1,-3
Cc1ccccc1NC1c2ccccc2C(=O)N1Cc1ccco1 (stereo unspecified),120,2.6,109,4,-0.3,-10,-20,0,1.1,-4
CC(=O)NCCc1ccc(S(=O)(=O)Nc2cccnc2)cc1,103,0.8,99,-12,-0.4,1,0,-4,1.2,11
O=C(COC(=O)CC(c1ccccc1)c1ccccc1)Nc1ccc(F)c(F)c1,104,12*,106,-3,-0.2,-8,3,-3,1,3
Cc1ccc(-n2c(SCC(=O)N3Cc4ccccc4CC3C(=O)O)nnc2-c2cccnc2)c(C)c1 (stereo unspecified),93,2.4,100,3,-0.4,-1,4,-2,0.91,-3
COCC(C)n1c(C)cc(C(=O)COC(=O)c2ccc(N3CCCC3=O)cc2)c1C (stereo unspecified),87,2.4,99,-14,-0.2,1,22,-2,0.73,14
Cc1cc(/C=N/NC(=O)Cn2c3ccccc3c(=O)c3ccccc32)c(C)n1-c1ccc(Cl)cc1,104,3.0,100,5,-0.1,1,-6,-4,1.3,-5
COc1ccc(S(=O)(=O)N(Cc2cc3cc(C)ccc3[nH]c2=O)CC2CCCO2)cc1 (stereo unspecified),100,5.2,101,.,-0.2,1,0,-7,1.1,.
CCN(CC(=O)Nc1ccc(N2CCOCC2)cc1)Cc1nc2ccccc2c(=O)[nH]1,106,0.3,102,4,-0.3,-2,-2,-2,1.1,-4
Cc1csc(NC(=O)Cc2nn(C)c(=O)c3ccccc23)n1,55,3.1,83,13,-0.3,22,54*,-5,0.97,-13
COc1ccc(CCC(=O)Nc2ccc(-c3noc(-c4ccc(OC)c(OC)c4)n3)cc2)cc1,110,3.3,99,-11,-0.2,0,-10,-2,1.1,11
C=CCN(c1ccc(C(N)=O)cc1)S(C)(=O)=O,98,2.6,97,10,-0.2,3,4,-1,1.3,-10
S=C(NCc1ccco1)NCC(c1ccco1)N1CCCCC1 (stereo unspecified),102,0.5,104,-15,0.1,-7,3,3,1.4,15

# Some of the entries above, reformatted.
# Values run as follows: STAT3 act	RAM network inh	STAT1 act	APP transl inh	Hsp70 activator	STAT1 blocker	STAT3 blocker	FLuc inh counter	NF-kB neuron act	APP 5'UTR act
> CCN(CC(=O)Nc1ccc(N2CCOCC2)cc1)Cc1nc2ccccc2c(=O)[nH]1
→ 106	0.3	102	4	-0.3	-2	-2	-2	1.1	-4
> Cc1csc(NC(=O)Cc2nn(C)c(=O)c3ccccc23)n1
→ 55	3.1	83	13	-0.3	22	54*	-5	0.97	-13
> COc1ccc(CCC(=O)Nc2ccc(-c3noc(-c4ccc(OC)c(OC)c4)n3)cc2)cc1
→ 110	3.3	99	-11	-0.2	0	-10	-2	1.1	11
> C=CCN(c1ccc(C(N)=O)cc1)S(C)(=O)=O
→ 98	2.6	97	10	-0.2	3	4	-1	1.3	-10
> S=C(NCc1ccco1)NCC(c1ccco1)N1CCCCC1 (stereo unspecified)
→ 102	0.5	104	-15	0.1	-7	3	3	1.4	15
